Screening results as filed in PubChem BioAssay.
5-HT1A blocker = human 5-HT1a receptor antagonists, primary screen, cell-based, CHO, Ga15 NFAT-bla reporter. CHO 5-HT1a Ga15 NFAT-bla reporter, antagonist mode. 62,000 tested, 0.68% active. inhibition, % at 10 µM. 5-hydroxytryptamine receptor 1A (Homo sapiens), P08908. AID 612, 2007;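 active means inhibition above the mean of all tested compounds plus 3 SD, cut at about 43% in these data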;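 further: receptor stimulated by 5-CT agonist at 100 nM near EC80; beta-lactamase reporter measured by ratiometric fluorescence of a cleavable substrate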
5HT1E antag = 5-HT1E receptor antagonists, primary screen, cell-based, HTS. 65,000 tested, 0.99% active. inhibition, % at 6 µM. CHO 5-HT1E Ga15 NFAT-bla reporter, FRET, antagonist. 5-hydroxytryptamine receptor 1E (Homo sapiens), P28566;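 active means inhibition above a set limit, the mean inhibition across every tested compound plus 3 SD, cut at about 29% in these data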;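 further: signal is the 460 over 535 nm emission ratio of beta-lactamase substrate; 0% = agonist plus DMSO wells and 100% = wells without agonist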
RORa activator = activators of orphan receptor RORA, primary screen, cell-based, luminescence | Nuclear receptor ROR-alpha (Homo sapiens), P35398 | 65,000 tested, 1.5% active | AID 560, 2006 | activation, % at 10 µM | CHO-K1 Gal4-RORA LBD luciferase reporter; percent increase over mock-subtracted basal signal;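 active means activation above the mean of all tested compounds plus 3 SD, cut at about 49% in these data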;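 further: 0% = DMSO-treated RORA cells and 100% = added signal equal to DMSO minus mock-transfected cells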
Target sequence (P35398 whole entry, looked up, the tested form may be a part): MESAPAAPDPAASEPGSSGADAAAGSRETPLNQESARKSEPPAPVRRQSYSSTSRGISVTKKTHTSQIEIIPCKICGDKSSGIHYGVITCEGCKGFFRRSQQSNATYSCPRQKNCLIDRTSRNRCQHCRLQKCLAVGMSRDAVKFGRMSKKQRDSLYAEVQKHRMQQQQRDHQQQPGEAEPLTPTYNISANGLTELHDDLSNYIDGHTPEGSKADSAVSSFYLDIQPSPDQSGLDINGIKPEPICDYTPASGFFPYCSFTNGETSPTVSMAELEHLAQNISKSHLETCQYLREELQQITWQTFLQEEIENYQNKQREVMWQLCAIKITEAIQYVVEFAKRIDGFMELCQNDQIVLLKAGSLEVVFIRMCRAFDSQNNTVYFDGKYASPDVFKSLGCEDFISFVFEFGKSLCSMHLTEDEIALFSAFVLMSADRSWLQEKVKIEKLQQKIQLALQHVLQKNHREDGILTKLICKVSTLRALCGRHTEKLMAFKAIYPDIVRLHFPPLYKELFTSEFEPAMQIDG
HTR1E agonist = 5-HT1E receptor agonists, primary screen, cell-based, HTS; activation, % at 6 µM; AID 574, 2007; CHO 5-HT1E Ga15 NFAT-bla reporter, FRET; 0% DMSO wells, 100% control agonist wells; 5-hydroxytryptamine receptor 1E (Homo sapiens), P28566; 65,000 tested, 0.69% active;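 active means activation above a set limit, the screen-wide mean activation plus 3 SD, cut at about 8.5% in these data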;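 further: 100% = positive control agonist at 1 µM giving full maximal response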
SF-1 act = activators of human SF-1, primary screen, cell-based, CHO-K1, Gal4-SF-1 LBD, luciferase luminescence; CHO-K1 Gal4-SF-1 LBD luciferase reporter; % increase over DMSO SF-1-specific signal; activation, % at 10 µM; 65,000 tested, 1.9% active; AID 522, 2006;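 active means activation above the mean activation of all tested compounds plus 3 SD, cut at about 50% in these data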
Target sequence (Q13285 whole entry, looked up, the tested form may be a part): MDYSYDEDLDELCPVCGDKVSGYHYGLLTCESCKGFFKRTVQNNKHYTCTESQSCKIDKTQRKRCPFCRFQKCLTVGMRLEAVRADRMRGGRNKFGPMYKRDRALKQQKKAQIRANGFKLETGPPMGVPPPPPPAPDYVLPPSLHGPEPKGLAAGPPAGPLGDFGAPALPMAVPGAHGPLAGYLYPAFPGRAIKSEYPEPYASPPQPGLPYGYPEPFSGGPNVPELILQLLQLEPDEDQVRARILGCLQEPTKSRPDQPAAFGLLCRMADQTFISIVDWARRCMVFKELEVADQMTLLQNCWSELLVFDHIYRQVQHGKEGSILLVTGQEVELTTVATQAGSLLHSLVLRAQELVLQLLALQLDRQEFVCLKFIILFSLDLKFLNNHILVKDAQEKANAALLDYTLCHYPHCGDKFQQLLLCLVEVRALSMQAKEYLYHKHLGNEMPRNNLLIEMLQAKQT
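Test system: transient Gal4-SF-1 LBD reporter, CHO-K1; Amount: 4,000 CHO-K1 cells per well; Doses: 10 µM only; Timing: compound exposure 20 h at 37 °C; Signal: luciferase light emission; Read-out basis: percent activation relative to DMSO median and mock-transfected background; Control set: DMSO negative control and −SF1 background wells; Replicates: one test per compound.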
NADH coupling = inhibitors of PK/LDH coupling enzymes, profiling panel, artefact control, biochemical, MLSMR library | coupled PK/LDH NADH assays, four targets | IC50, µM (top dose mostly 10 µM), without a hit: top-dose inhibition | 65,000 tested, 0.02% active | AID 774, 2007;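 active means single-dose screening hits from any of four coupled enzyme assays that gave an IC50 when retested across doses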;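 further: the DPM-DC format reads NADH fluorescence rather than 340 nm absorbance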
Ecoli tolC = growth inhibitors of E. coli tolC mutant, primary screen, strain BW25113 ΔtolC::kan, 384-well. OD615. growth inhibition, % at 10 µM (by protocol). 65,000 tested, 2.2% active;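 active means growth inhibition at or above a cutoff equal to the mean over every tested compound plus 3 SD, cut at about 60% in these data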;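 further: growth measured after 20 h incubation at 37 °C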
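Test system: E. coli BW25113 ΔtolC::kan bacteria | Medium: Kanamycin-containing LB broth (50 µg/mL) | Dosing: One dose of 10 µM final | Times: 20 h incubation with compound, 37 °C | Detection: Optical density read at 615 nm | Read-out basis: Percent growth inhibition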
MMP-13 inhibitor = human MMP13 inhibitors, primary screen, biochemical, FRET peptide cleavage; Collagenase 3 (Homo sapiens), P45452; MMP-13 fTHP FRET cleavage, Mca fluorescence; inhibition, % at 4 µM; 65,000 tested, 0.07% active;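 active means inhibition above the mean of compound-free control plate wells plus 3 SD, cut at about 14% in these data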;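 further: 0% = DMSO wells and 100% = wells with reference MMP-13 inhibitor after basal subtraction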
5HT1a ag = human 5-HT1a receptor agonists, primary screen, cell-based, CHO, Ga15 NFAT-bla reporter | 65,000 tested, 0.56% active | 5-hydroxytryptamine receptor 1A (Homo sapiens), P08908 | activation, % at 10 µM | AID 567, 2006 | CHO 5-HT1a Ga15 NFAT-bla reporter, FRET ratio; 0% basal, 100% maximal reference agonist;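 active means activation above the screen-wide mean activation plus 3 SD, cut at about 19% in these data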;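 further: 0% = DMSO wells and 100% = 5-CT at EC100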
Active calls of the source: *; / = no result given; [ ] = remark or other dose.

smiles,5-HT1A blocker,5HT1E antag,RORa activator,HTR1E agonist,SF-1 act,NADH coupling,Ecoli tolC,MMP-13 inhibitor,5HT1a ag
COc1ccc(NC(=O)c2c(SC)nsc2SC)cc1,1,3,-22,0.4,-8,7%,-31,4,-2.7
O=C(NCCc1ccccc1)c1ccc(=O)oc1,5,11,10,-0.1,0,9%,-1,-1,1.2
CCOc1ccc(C(=O)CCN2CCCCC2)cc1,13,3,3,-0.9,-1,5%,-20,4,-1.9
COc1ccc(OC)c(NC(=O)C2CCN(S(C)(=O)=O)CC2)c1,-2,-4,12,-0.4,3,3%,-10,3,-2.2
CCCOC(=O)CCc1n[nH]c(=O)[nH]c1=O,6,3,15,-1.7,-9,2%,-12,-6,-1.4
CCc1ccc(S(=O)(=O)NC(CC(=O)O)c2ccccc2)cc1 (centres undefined),-4,-5,2,0.2,7,5%,-13,3,-2.1
COc1cc(C(=O)Nc2ccc(NC(=O)C(C)C)nc2)cc(OC)c1OC,1,-8,-9,-1.3,-11,6%,-3,-1,-1.9
O=C(CN1C2CCC1CC(NC(=O)NC1CCCCC1)C2)NC1CC1 (centres undefined),-2,4,-2,-1.9,-1,5%,-14,0,0.2
COc1ccc(Cl)cc1-n1c(N)c(C(N)=O)sc1=S,3,-1,-10,0.3,11,5%,4,-1,-0.3
COCCCNC(=O)Cn1cc(C(C)=O)c2ccccc21,-7,-1,-12,-0.2,-8,5%,1,2,-0.5
O=C(CSc1ccc2nnc(-c3ccccn3)n2n1)NCC1CCCO1 (centres undefined),-3,-6,-2,-0.1,-4,7%,-15,-10,-2.6
O=C(CN1C(=O)NC2(CCCC2)C1=O)Nc1nc(-c2ccc(F)cc2)cs1,-6,13,-10,-0.5,10,0%,-7,-2,-2.9
COc1ccc(NC(=O)NC(C(F)(F)F)C(F)(F)F)cc1,24,22,16,-1.0,22,8%,10,-2,-2.3
CCN(CCCNS(=O)(=O)c1ccc2c(c1)CCN2C(C)=O)c1cccc(C)c1,-5,0,14,0.1,18,3%,27,-5,1.8
CCOC(=O)CN(C(=O)CSc1nnc2c(n1)[nH]c1ccc(OC)cc12)c1ccc(F)cc1,6,19,1,1.4,15,6%,-24,9,-0.5
O=S(=O)(Nc1ccc2c(c1)nc1n2CCN(Cc2ccccc2)C1)c1ccc(F)cc1,-14,-10,5,0.4,2,4%,4,-8,1.5
CCOC(=O)C(C#N)C(c1cccnc1)c1c(C)[nH][nH]c1=O (centres undefined),1,6,1,-0.8,8,2%,-1,7,-1.5
O=C(NC12CC3CC(CC(C3)C1)C2)c1ccccc1O,2,-2,9,-0.7,17,7%,62*,-19,-1.5
COc1cc(OC)cc(C(=O)OCn2nnc3ccccc3c2=O)c1,-14,-2,-17,0.3,-32,3%,7,-3,-0.7
CC(C)(C)OC(=O)N1CCNc2ccccc2C1,1,-1,-8,-0.1,22,10%,-2,6,-5.3
CC1(C)CC(=O)C2=C(C1)NC(=O)CC2c1cc2c(cc1Br)OCO2 (centres undefined),0,-9,-18,-1.1,-4,5%,-13,-2,-3.0
CCn1cnc2c1c(=O)n(CC(=O)N1CCc3ccccc31)c(=O)n2Cc1ccccc1,-5,0,-24,-0.4,5,5%,10,0,-1.6
COc1ccc(N(CC(=O)NCc2ccc3c(c2)OCO3)S(=O)(=O)c2c(C)nn(C)c2C)cc1,1,3,-5,0.1,-10,7%,10,6,-1.4
Cc1oc2ccc(OC(=O)N3CCOCC3)cc2c1C(=O)OC(C)C,8,2,-10,-1.1,-28,0%,15,-5,0.2
COc1ccc(C2c3c(oc4ccccc4c3=O)C(=O)N2Cc2ccncc2)cc1OC (centres undefined),-10,13,-9,-0.2,-5,4%,-9,-1,1.6
C1=C(CCNc2ncnc3nc[nH]c23)CCCC1,-10,7,25,0.6,18,7%,-1,5,6.5
C/C(N)=C(/C#N)C(=O)COC(=O)c1cc(C)n(-c2ccc(F)cc2)c1C,4,7,67*,1.2,65*,4%,24,-2,-1.5
CCOc1ccc(N2CC(C(=O)NCc3cccc(C)c3)CC2=O)cc1 (centres undefined),-5,-3,-14,-0.5,2,8%,-14,-4,-2.5
CN1CCN(c2oc(-c3ccco3)nc2S(=O)(=O)c2ccccc2)CC1,0,-8,-3,-0.4,-20,0%,-4,1,-4.0
O=c1cc(CSc2nc3cc(Cl)ccc3o2)nc2sccn12,-12,13,-18,0.3,-4,3%,19,-5,-0.2
CCN(CC(=O)NCc1ccc(F)cc1)Cc1nc2ccccc2c(=O)[nH]1,-12,3,-19,0.4,10,7%,0,6,-1.4
Cn1c(SCC(=O)NCc2cccs2)nnc1-c1ccc(S(=O)(=O)N2CCCC2)cc1,-7,4,1,-0.4,20,4%,-18,3,0.7
COC(=O)c1nc(-c2ccccc2)oc1N(C)C,2,22,8,-1.4,-9,5%[fluoresces],0,-332[fluorescence artefact?],-4.8
COc1ccc(CCn2c(SCC(=O)Nc3cc(C)on3)nc3ccccc3c2=O)cc1OC,1,-10,-6,-0.3,8,3%,-8,4,-2.2
COc1cc(C2C(C(=O)Nc3ccccc3OC)=C(C)Nc3ncnn32)ccc1O (centres undefined),6,-5,10,0.9,22,4%,-10,0,-0.1
Cc1ccc(Cl)cc1N1CCN(C(c2ccc(C#N)cc2)c2nnnn2C2CCCC2)CC1 (centres undefined),41,-3,-10,-0.8,-17,3%,-3,-6,-1.7
CC1(C2(O)CC(c3ccccc3)ON2)CCCCC1 (centres undefined),/,37*,-11,-0.8,5,1%,15,2,3.2
O=C(CN1CCOCC1)Nc1ccc(Oc2ccccc2)cc1,-10,-7,-7,1.0,-3,1%,14,1,1.3
CC(=O)C(Sc1ccc2nnc(-c3ccc(F)cc3)n2n1)C(C)=O,-1,15,-5,-1.1,11,7%,-1,-3,1.9
Cc1n[nH]c(=O)nc1NCc1ccccc1Cl,0,0,-8,-0.2,-26,9%,-16,1,-1.6
CCOC(=O)c1sc2nc(C)cc(C)c2c1NC(=O)c1ccco1,12,-1,-2,0.1,0,3%,3,2,-0.5
Cc1ccccc1C(=O)c1cccn1CC(=O)NCC1CCCO1 (centres undefined),4,8,-5,-0.5,7,5%,-6,1,-1.9
NC(=O)C1(N2CCCCC2)CCN(C(=O)c2cccn3c(=O)c4cc(Cl)ccc4nc23)CC1,-4,2,4,1.8,-5,7%[fluoresces],5,-45,3.5
CCOC(=O)c1c(NC(=O)c2noc3c2CCCC3)sc(C)c1C,-2,-3,8,0.4,-13,16%,-33,0,-1.1
COc1ccc(N2CCN(CCNC(=O)c3nnc(Cc4c(F)cccc4Cl)o3)CC2)cc1,27,-12,15,1.1,4,6%,0,0,-4.2
O=S(=O)(NCCCCCNS(=O)(=O)c1ccc(F)cc1)c1ccc(F)cc1,-8,-9,-9,-0.3,4,6%,2,-3,-2.2
CCOC(=O)C1=C(CSc2nc3c(cc2C#N)CN(C)CC3)OC(N)=C(C#N)C1c1ccccc1 (centres undefined),/,6,-14,0.3,-12,5%,-2,-17,0.9
O=C(Nc1ccccn1)[C@@H]1CCC(=O)N1C(=O)OCc1ccccc1,-13,-1,-22,0.2,-10,6%,-10,0,-1.4
CCCn1c(SCC(=O)NC(=O)Nc2ccc(C)cc2C)n[nH]c1=O,-12,-1,9,0.5,-8,2%,2,5,-1.7
COc1cc(S(=O)(=O)N2CCN3CCCC3C2)ccc1-n1cnnn1 (centres undefined),-4,2,-6,0.0,-4,5%,-22,1,-4.3
O=C(CCn1c(=O)oc2ccccc21)N1CCc2ccccc21,-12,4,3,-0.1,10,3%,-24,-1,-0.4
Cc1cc(N2C(=O)C3CC=CCC3C2=O)cc(C)c1Br (centres undefined),-13,2,-23,0.6,-9,14%,5,4,-0.3
COCC(=O)Nc1ccc(Nc2ccccc2)cc1,8,-4,0,0.0,8,5%,6,7,-0.5
Clc1ccc(-c2nn3c(Cn4cnc5ccccc54)nnc3s2)c(Cl)c1,17,3,-1,0.8,-2,4%,28,-2,0.3
Cc1cc2cc(CN3C(=O)c4ccccc4C3=O)ccc2[nH]1,-4,2,-2,0.0,-3,6%,-1,3,-1.1
O=C1Nc2ccc(S(=O)(=O)N3CCCC3C(=O)O)c3cccc1c23 (centres undefined),10,-5,1,-0.1,-6,3%,-8,-10,-4.4
Cn1c(=O)c2c(nc(CN3CCOCC3)n2CCCO)n(C)c1=O,-8,-4,14,0.7,-4,4%,9,2,2.0
Cc1cc(C(C)(C)C)cc(S(=O)(=O)NCCO)c1C,2,9,-8,-1.6,9,3%,14,-3,-0.6
CC(=O)CC(=O)Nc1ccccc1NC(C)=O,-3,-2,-4,1.4,16,2%,5,-4,-4.1
CSC1=C(C#N)C(c2ccc(Cl)cc2)C2=C(CC(C)(C)CC2=O)N1 (centres undefined),7,-15,-49,0.9,-52,2%,26,4,-2.9

Next entries follow.
smiles,5-HT1A blocker,5HT1E antag,RORa activator,HTR1E agonist,SF-1 act,NADH coupling,Ecoli tolC,MMP-13 inhibitor,5HT1a ag
COC(=O)c1ccc(C2C(C(=O)Nc3ccc(C)cc3C)=C(C)Nc3ncnn32)cc1 (centres undefined),8,1,-5,1.6,0,3%,0,6,-0.6
O=C(COC(=O)c1ccc(N2CCCC2=O)cc1)NCc1ccco1,-10,-5,-2,-0.2,9,1%,-7,1,-1.9
COC(=O)COc1ccc(S(=O)(=O)NCc2ccncc2)cc1,3,-3,-14,-0.8,-17,3%,-20,1,-4.3
Cc1ccc(/C(O)=C2\C(=O)C(=O)N(CCCN(C)C)C2c2ccccn2)cc1 (centres undefined),-8,-14,-27,0.2,17,3%,-21,-11,1.0
Cc1ccc(C(=O)Nc2ccc(S(=O)(=O)N3CCN(C)CC3)cc2)o1,12,-1,-11,0.1,13,6%,-7,2,-0.5
CCOC(=O)COc1ccc(S(=O)(=O)NCc2ccco2)cc1,-2,-3,1,-0.5,1,3%,-17,0,-1.1
CCn1c(N)c(C(=O)N2CCOCC2)sc1=S,10,-4,5,-0.6,1,8%,-17,4,-3.6
Cc1nc2ccccc2c2oc(C(=O)NCC3CCCO3)cc12 (centres undefined),-11,-1,-5,-0.9,11,2%,8,-9,0.9
